# tim23-1 inh = inhibits growth of tim23-1 mutant yeast; inhibition, % at 20 µM; 1.3% of 330,000 active; S. cerevisiae tim23-1 growth, BacTiter-Glo luminescence, 24 h;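 active = growth inhibition of the mutant yeast at or above 50%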;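 also: temperature-sensitive mutant grown at 25 °C; plate controls were DMSO-treated mutant yeast for no effect and medium wells lacking yeast for full effect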
# APJ antagonist = APJ receptor antagonism. P35414. CHO-K1 APJ beta-arrestin complementation, luminescence. inhibition, % at 20 µM. 0.32% of 330,000 active. AID 2521;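 active = inhibition above about 40% at 20 µM, limit read from the data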;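 also: cells challenged with 10 nM apelin-13 agonist together with compound; plate controls were apelin-13 plus DMSO wells for no effect and DMSO wells lacking apelin-13 for full effect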
# Target sequence (P35414 whole entry, looked up): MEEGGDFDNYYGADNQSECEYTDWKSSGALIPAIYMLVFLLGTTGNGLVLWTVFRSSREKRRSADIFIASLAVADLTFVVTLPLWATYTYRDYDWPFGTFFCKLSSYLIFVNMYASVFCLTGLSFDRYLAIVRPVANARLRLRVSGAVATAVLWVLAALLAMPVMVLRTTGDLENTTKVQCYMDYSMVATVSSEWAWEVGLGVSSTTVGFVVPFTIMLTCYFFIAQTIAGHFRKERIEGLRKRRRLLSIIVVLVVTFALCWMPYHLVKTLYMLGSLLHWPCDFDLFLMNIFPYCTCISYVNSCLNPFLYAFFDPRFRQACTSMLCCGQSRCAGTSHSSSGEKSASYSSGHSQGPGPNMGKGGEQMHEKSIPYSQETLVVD
# Mdm2-MdmX inh = inhibitors of human Mdm2/MdmX interaction. O15151+Q00987. SaOS-2 split-luciferase Mdm2/MdmX complementation, luminescence. inhibition, % at 8 µM. 3% of 330,000 active. AID 485346;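 active = inhibition of at least 50% at 8 µM in the primary screen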
# tim10-1 inh = growth inhibitors of tim10-1 mutant yeast. 2.2% of 330,000 active. inhibition, % at 20 µM. S. cerevisiae tim10-1 ts strain growth, BacTiter-Glo, 24 h;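 active = inhibition of at least 40%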;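 also: mutant grown at 25 °C; 0% = DMSO wells with yeast and 100% = wells holding no yeast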
# CXCR6 block = inhibitors of human CXCR6 receptor. CHO-K1 PathHunter CXCR6 beta-arrestin, luminescence. inhibition, % at 20 µM. 0.36% of 360,000 active; in the data active = inhibition above about 34%, passing the limit was not always enough;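 also: antagonist mode with CXCL16 agonist at 10 nM final; 0% = 10 nM CXCL16 with DMSO and 100% = unstimulated wells without agonist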
# Target sequence (O00574 whole entry, looked up): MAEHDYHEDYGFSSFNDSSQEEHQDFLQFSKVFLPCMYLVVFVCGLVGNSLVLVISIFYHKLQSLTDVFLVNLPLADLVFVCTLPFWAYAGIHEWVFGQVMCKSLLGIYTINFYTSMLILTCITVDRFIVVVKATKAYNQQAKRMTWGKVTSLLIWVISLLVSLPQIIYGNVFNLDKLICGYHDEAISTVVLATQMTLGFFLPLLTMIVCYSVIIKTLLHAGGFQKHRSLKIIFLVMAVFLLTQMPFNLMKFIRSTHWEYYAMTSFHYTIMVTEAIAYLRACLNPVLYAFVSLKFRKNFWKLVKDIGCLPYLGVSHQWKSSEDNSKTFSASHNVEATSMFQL
# XBP1 UPR activ = adaptive UPR (XBP1) activation; CHO-XBP1 luciferase reporter, IRE1-XBP1 UPR activation, luminescence; percent of tunicamycin response, DMSO as zero; activation, % at 20 µM; 0.33% of 330,000 active;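 active = versus positive control, 20 µM dose yields 30% or more activation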;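 also: 100% = tunicamycin at 10 µg/mL and 0% = DMSO only wells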
#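 Material: IRE1-XBP1 luciferase reporter CHO line / Quantity: one thousand reporter cells per well / Buffer or medium: F12 with 10% serum / Compound: 20 µM single concentration, DMSO 1% / Times: 6 h treatment, 37 °C / Detection: Steady-Glo luciferase glow luminescence, 10 min after reagent addition / Benchmarks: tunicamycin high, DMSO low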
# UPR CHOP act = activators of apoptotic arm of unfolded protein response (CHOP); CHO-CHOP luciferase reporter, UPR activation, luminescence; percent of tunicamycin response over DMSO baseline; activation, % at 10 µM; 0.34% of 330,000 active; AID 449763;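 active = at 10 µM dose, activation of 40% or more, normalized to positive control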;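 also: 100% = tunicamycin at 10 µg/mL and 0% = DMSO alone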
#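 System: CHO-CHOP luciferase reporter cell line; amount: 500 cells/well; buffer or medium: F12 medium containing 10% fetal bovine serum; incubation: 6 h compound exposure at 37 °C after overnight seeding; measured by: luciferase luminescence after 10 min with Steady-Glo reagent; evaluation: % reporter activation, DMSO baseline versus tunicamycin full activation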
# APJ agonist = activates the human apelin receptor APJ | P35414 | CHO-K1 APJ PathHunter beta-arrestin, luminescence; 0% DMSO wells, 100% apelin | activation, % at 20 µM | 0.11% of 330,000 active | AID 2520;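 active = activation more than six SD over the plate average, tested at 20 µM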;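 also: 0% = DMSO alone and 100% = apelin-13 at 10 nM; some results filed as inactive read as strong as hits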
#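 Assay system: CHO-K1 cells stably expressing ProLink-tagged human APJ and arrestin–beta-gal acceptor. Compound dosing: 20 µM single point, 1% DMSO. Times: 16-18 h seeding, 90 min dark compound exposure, 60 min detection. Detection: beta-gal luminescence. Evaluation: APJ–arrestin association signal. Controls: negative DMSO alone, positive Apelin-13 at 10 nM.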
# TIM10 inh = TIM10 yeast growth inhibition; S. cerevisiae TIM10 strain growth, BacTiter-Glo luminescence, 24 h; inhibition, % at 10 µM; 1.4% of 330,000 active; AID 463195;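 active = inhibition of 40% or more at the single tested concentration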;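 also: wild-type TIM10 isogenic control strain grown at permissive 25 °C; 0% = DMSO yeast wells and 100% = minimal medium wells without yeast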
# * = called active by the depositor; · = no result given. Only part of the results is shown; count on the stated rates, not on these rows.
no.	Compound	tim23-1 inh	APJ antagonist	Mdm2-MdmX inh	tim10-1 inh	TIM10 inh	XBP1 UPR activ	CXCR6 block	UPR CHOP act	APJ agonist
1	CN(CC(=O)Nc1ccc(F)cc1)C(=O)COC(=O)COc1ccc(C#N)cc1	-1	12	18	-1	14	-3	-4	0.5	8
2	CCc1nnc(NC(=O)C2CC(=O)N(C3CCCCC3)C2)s1 (stereo not given)	-12	-6	-5	-3	-4	-1	4	1.1	0
3	C/C(=N/NS(=O)(=O)c1ccc(C)cc1)c1ccc2c(c1)OCO2	25	-5	16	7	-7	-3	-4	1.1	-2
4	CCOc1ccc(NC(=O)CC)cc1	8	-22	-44	25	-12	-3	·	-0.8	2
5	COc1ccc(C)cc1NC(=O)CN(C)S(=O)(=O)c1cc(C)ccc1OC	20	9	13	12	12	0	6	0.1	-2
6	CCN(CC(=O)Nc1cccc(F)c1)CC(=O)Nc1ccccc1OC	15	5	5	14	20	-2	-3	2.8	-2
7	COc1ccc(N(CC(=O)Nc2cc(C)on2)S(=O)(=O)c2cc(C)ccc2C)cc1	30	17	26	11	-7	-3	-2	-1.7	0
8	COc1cc(C(=O)NCC(=O)NC(C)CCc2ccccc2)cc(OC)c1OC (stereo not given)	9	-37	1	16	-1	-4	3	-0.5	5
9	CC(=O)OCc1cc2cc(C)ccc2[nH]c1=O	12	8	6	11	2	-2	7	-0.9	-1
10	C[C@@H](CSc1ccc(Br)cc1)CN1CC[C@H](NC(=O)OCc2ccccc2)CCC1=O	26	7	-12	16	18	-2	4	-2.1	1
11	CNCCCOc1cccc(Oc2ccccc2)c1	4	-6	-3	6	-2	0	4	-1.0	-3
12	CC(C)(C)OC(=O)NNC(=O)NC12CC3CC(CC(C3)C1)C2	10	-1	10	-4	15	-4	30	0.3	-4
13	FC(F)(F)c1cc(N2CCNCC2)c2ccccc2n1	-2	3	13	0	-7	2	3	0.6	-2
14	COc1ccc2[nH]c3c(Cl)ncnc3c2c1	21	6	8	1	28	3	-3	0.5	-1
15	CCOC(=O)N1CCN(C(=O)Cn2ccc3ccccc3c2=O)CC1	12	-14	21	-4	0	-2	-2	1.9	-7
16	N#Cc1cnn2ccc(-c3ccc4c(c3)CCC4)nc12	-16	10	16	20	22	4	0	2.3	0
17	CS(=O)(=O)c1ccc2nc(NC(=O)c3cccs3)sc2c1	60*	9	18	44*	31	-7	-10	-1.0	2
18	COCCCNC(=S)N1CCN(c2ccccc2)CC1	3	1	9	-8	-13	-1	3	1.1	-1
19	COc1cc(SC)ccc1C(=O)N(C)CC(=O)Nc1cccc2ccccc12	5	12	15	-5	-2	-2	1	-2.3	1
20	O=C(NCc1ccco1)c1ccc(COc2ccccc2Cl)cc1	15	-7	-8	20	3	1	-6	-0.9	-1
21	COc1ccc(CCNc2ncccc2C#N)cc1OC	-2	-9	-34	9	-11	4	-1	8.2	-2
22	Cc1occc1C(=O)N1CCC2(CCCN(Cc3ccc(F)c(F)c3)C2)C1 (stereo not given)	15	-3	-10	7	-8	-3	8	-0.8	3
23	COc1ccc(NC(=O)C23CC4CC(C2)CC(n2cnc(Br)n2)(C4)C3)cc1OC	3	4	11	14	0	-2	-2	1.0	-1
24	Cc1ccccc1C(=O)NC(CC(C)C)C(=O)Nc1ccc(F)c([N+](=O)[O-])c1 (stereo not given)	10	10	9	10	7	-1	-6	1.1	-3
25	COc1ccccc1OCc1cc(C(=O)N2CCN(C)C(c3ccccc3)C2)no1 (stereo not given)	55*	-11	-119	52*	29	0	-11	3.4	-1
26	Cc1ccc2c(CN3CCN(Cc4ccc5c(c4)OCO5)CC3)cc(=O)oc2c1C	11	13	-24	-4	7	-3	-4	-1.4	2
27	Cc1cc(C)n(CC(C)NCc2c(C(=O)N3CCOCC3)nc3c(C)cccn23)n1 (stereo not given)	12	0	8	-6	2	-3	0	-1.8	-3
28	CCN1CCN(Cc2ccc(NC(=O)c3cc(NC(=O)c4cnn(-c5ccccc5)c4N)cc(OC)c3)cc2C(F)(F)F)CC1	10	-2	53*	-1	-4	3	-6	-0.6	0
29	CCCNC(=O)C1CCC(CNS(=O)(=O)c2ccc3c(c2)CC(C)N3C(C)=O)CC1 (stereo not given)	-3	11	5	-8	6	-4	-8	-1.4	-2
30	CCOC(=O)c1cccc(NC(=O)c2ccc3c(c2)C(=O)N(CC2CCCO2)C3=O)c1 (stereo not given)	2	-14	-2	0	-3	-3	-4	0.6	-1

# 3 entries already listed, sorted by length of the SMILES, descending.
no.	Compound	tim23-1 inh	APJ antagonist	Mdm2-MdmX inh	tim10-1 inh	TIM10 inh	XBP1 UPR activ	CXCR6 block	UPR CHOP act	APJ agonist
10	C[C@@H](CSc1ccc(Br)cc1)CN1CC[C@H](NC(=O)OCc2ccccc2)CCC1=O	26	7	-12	16	18	-2	4	-2.1	1
23	COc1ccc(NC(=O)C23CC4CC(C2)CC(n2cnc(Br)n2)(C4)C3)cc1OC	3	4	11	14	0	-2	-2	1.0	-1
26	Cc1ccc2c(CN3CCN(Cc4ccc5c(c4)OCO5)CC3)cc(=O)oc2c1C	11	13	-24	-4	7	-3	-4	-1.4	2

# The results go on.
no.	Compound	tim23-1 inh	APJ antagonist	Mdm2-MdmX inh	tim10-1 inh	TIM10 inh	XBP1 UPR activ	CXCR6 block	UPR CHOP act	APJ agonist
31	CCC(=O)N1CC(C)C(=O)Nc2ccccc21 (stereo not given)	-3	-8	-17	-21	-6	2	0	2.1	1
32	CC(=O)c1ccc(N2CCN(C(=O)c3cc4c(C)nc5ccccc5c4o3)CC2)cc1	-17	-13	29	-5	-3	-2	-19	4.5	4
33	CCCCNc1nc(CC(C)=O)ns1	22	0	8	10	21	1	-7	-0.3	-1
34	O=C(CN1CCC(NC(=O)Nc2ccc(F)cc2)CC1)Nc1ccccc1[N+](=O)[O-]	-3	7	-1	-35	-4	-2	-6	0.5	0
35	CN(CCCNC(=O)C1CCCN(S(=O)(=O)c2cnc[nH]2)C1)c1ccccc1 (stereo not given)	-5	-9	-8	-9	5	-1	4	-1.3	-5
36	Cc1cccc(C(=O)Nc2ccc(S(=O)(=O)Nc3nc(C)cc(C)n3)cc2)c1	14	-11	9	-2	0	-3	-5	2.3	0
37	CCOc1ccc(N2C(=O)CC(N3CCN(c4ccc(C(=O)c5ccncc5)cc4)CC3)C2=O)cc1 (stereo not given)	10	-13	14	18	10	-6	2	-1.6	-6
38	Cc1ccc(-n2ncc3c(SCC(=O)NNC(=O)c4ccco4)ncnc32)cc1	-2	11	-47	-1	-20	0	2	-0.3	-2
39	CCCCN(CC)CCCNC(=O)c1cc2c(-c3ccc(OC)c(OC)c3)nn(C)c2s1	9	17	57*	14	-4	3	1	0.9	-2
40	C=CCn1c(C)cc(C(=O)COc2ccc(N(C)S(=O)(=O)c3ccc(NC(C)=O)cc3)cc2)c1C	11	-1	-1	7	12	-3	7	0.7	0
41	O=C(COC(=O)c1ccc(Br)o1)NCC1CCCO1 (stereo not given)	20	5	6	9	-18	-2	2	-1.9	-2
42	CC(=O)c1cccc(NC(=O)c2ccc(OCc3c(C)noc3C)cc2)c1	-7	-60	14	-1	9	-1	0	-1.1	-2
43	CCOC(=O)C1=C(COC(=O)c2cccc(N(C)C)c2)NC(=O)NC1C (stereo not given)	0	4	-13	13	7	2	0	4.1	8
44	Cc1cc(C)n2nc(SCC(=O)c3c(N)n(CC(C)C)c(=O)n(C)c3=O)nc2n1	-2	2	21	8	-6	1	-3	0.8	3
45	COc1ccc(C2OC(=O)CC2C(=O)NCc2ccccc2Cl)cc1OC (stereo not given)	4	-8	-12	-4	-32	0	-2	-0.4	1
46	O=C(c1ccc(F)cc1)N1CCC(C(=O)N2CCN(S(=O)(=O)c3cccc([N+](=O)[O-])c3)CC2)CC1	-10	-19	7	2	16	-5	-8	1.7	6
47	O=C(COc1ccccc1)OCc1csc(Nc2ccccc2)n1	29	11	-6	16	15	3	0	-2.0	-2
48	O=C(CCCn1c(=O)c2ccccc2n(Cc2ccccc2)c1=O)NCc1ccco1	17	18	0	11	12	-1	8	0.3	-5
49	CC(=O)Nc1ccc(S(=O)(=O)N(CC(=O)NC2CC2)Cc2ccccc2)cc1	10	3	-13	20	6	0	2	-0.1	1
50	COc1ccccc1CNC(=O)CSc1ccc(-c2cccc([N+](=O)[O-])c2)nn1	21	-13	17	28	-21	-1	4	0.9	0
51	CCCC(=O)N(C1CC(C)C(C#N)(C#N)C1(C#N)C#N)N(C)C (stereo not given)	9	32	-18	15	11	-10	81*	-7.2	-5
52	CCc1cccc2sc(N(CCCN3CCOCC3)C(=O)CS(=O)(=O)c3ccccc3)nc12	30	8	18	21	21	-1	12	1.2	-9
53	CCC(C)C(NC(=O)C1CCC(C)CC1)C(=O)Nc1ccc(OC)cc1OC (stereo not given)	3	-12	-10	19	16	-1	-5	1.8	-2
54	CCOC(=O)C(NC(=O)CC)(N1CCc2ccccc2C1)C(F)(F)F (stereo not given)	5	2	15	17	4	0	13	0.8	-2
55	Clc1ccc2c(c1)nc1n2CCCC1	32	10	-10	-11	6	0	0	7.4	-5
56	Cc1ccc(/C=C2\SC(=S)N(c3cccnc3)C2=O)o1	12	-3	-13	-2	-5	-1	-1	1.6	-1
57	CCC1(c2ccccc2)NC(=S)N(c2ccc(C)cc2)N1 (stereo not given)	4	-5	-21	-20	16	4	11	6.8	0
58	CCc1ccc(S(=O)(=O)NC2CC(C)(C)NC(C)(C)C2)cc1	9	8	5	0	-2	-4	1	4.0	-3
59	COc1ccc(S(=O)(=O)N2CCOCC2)cc1NC(=O)Cc1ccsc1	0	-1	3	-3	-4	-3	2	-0.9	-4
60	CCN(CC)CCCNC(=O)c1cn(CCOC)c(=O)c2c1c1ccccc1n2C	9	11	-25	12	6	1	-6	0.8	-4

# Later entries.
no.	Compound	tim23-1 inh	APJ antagonist	Mdm2-MdmX inh	tim10-1 inh	TIM10 inh	XBP1 UPR activ	CXCR6 block	UPR CHOP act	APJ agonist
61	COc1ccc(NC(=O)Nc2cc(C(C)(C)C)on2)cc1OC	33	-53	3	29	30	-6	-1	2.7	-6
62	Cc1ccc(NC(=O)Nc2cccc(Cl)c2)c(C(=O)O)c1	9	-7	5	9	14	2	-3	1.6	-4
63	CN(C)CC1CCCCC1C1(O)c2ccccc2CSc2sccc21 (stereo not given)	8	13	61*	13	5	1	11	-1.9	-8
64	CC(=O)Oc1cc(C(=O)OCC(=O)N2CCc3ccccc3C2)cc(OC(C)=O)c1OC(C)=O	7	-12	29	11	-13	-4	6	1.1	3
65	CCOC(=O)c1ccc(NC(=O)c2nc[nH]c2C(=O)NCCCNC(=O)c2[nH]cnc2C(=O)Nc2ccc(C(=O)OCC)cc2)cc1	15	12	18	14	5	-1	-4	8.5	3
66	Cc1c(Br)c([N+](=O)[O-])nn1C(C)C(=O)Nc1c(C)n(C)n(-c2ccccc2)c1=O (stereo not given)	0	13	20	-4	2	-3	0	-3.1	-4
67	COc1ccc(OC)c(NC(=O)C23CCC(C)(C(=O)C2)C3(C)C)c1 (stereo not given)	26	5	8	19	13	-3	3	0.9	-2
